# Dyrk1A ADPGlo = Dyrk1A (rat) kinase inhibition; Q63470; ADP-Glo luminescence, NFATc1 peptide; inhibition, % at 12.5 µM; 0.43% of 310,000 active; AID 504441; in the data active means inhibition above about 50%;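 further: plate controls were vehicle with enzyme for no effect and no enzyme for full effect; many of its hits are not listed in these tables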
# KCNQ1 inh = human KCNQ1 channel inhibition; B-score at 10 µM; 1.3% of 310,000 active; P51787; CHO-K1 KCNQ1, FluxOR thallium flux fluorescence; active compounds read high; AID 2642;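 active means compounds whose thallium flux B-score, printed positive for inhibition, exceeds three library SD while starting fluorescence stays within three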;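 further: channel opened by potassium depolarization with thallium stimulus after 20 min compound exposure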
# hERG protect = shields human hERG channel from block by proarrhythmic agents. activation (rescue from dofetilide block), less the hit threshold, % at 10 µM. AID 1511. 0.51% of 310,000 active. CHO-hERG, FluxOR thallium flux, dofetilide IC70 present. Q12809;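 active means activation above the mean of controls blocked by dofetilide plus 5 SD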;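 further: thallium influx through hERG after potassium depolarization seen as dye fluorescence rise; in these data hits start at about 4.7%; inactives centre near -7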
# KCNK3 block = human KCNK3 channel inhibition, primary screen; O14649; CHO-KCNK3 thallium flux, FluxOR fluorescence; active compounds read low; B-score at 10 µM; 0.84% of 340,000 active; AID 602410;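 active means B-score under library mean minus 4 SD, starting fluorescence ratio at most library mean plus 5 SD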;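 further: more negative B-score means stronger inhibition of thallium flux through KCNK3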
# TRPC4 agonist = activators of mouse TRPC4 channel; Q9QUQ5; HEK293 TRPC4beta/mu-opioid, Fluo4 calcium fluorescence; active compounds read high; B-score at 10 µM; 0.49% of 310,000 active; AID 2237;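 active means B-score above 5 SD of library B-scores, and initial fluorescence ratio not above library mean plus 5 SD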;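 further: positive B-score marks a calcium rise read as TRPC4 activation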
#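 Incubation: 45 min room-temperature Fluo4 loading, 110 s read / System: HEK293 cells stably co-expressing mouse TRPC4beta and mu-opioid receptor / Signal: Fluo4 fluorescence, kinetic / Control set: buffer (low) and maximal DAMGO (high) / Measure: integrated baseline-normalised fluorescence ratio, converted to per-well B score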
# HDAC3 inhib = inhibitors of human histone deacetylase 3; recombinant HDAC3, fluorogenic peptide/trypsin coupled, fluorescence; 0.15% of 320,000 active; O15379; AID 2718; inhibition, % at 8.3 µM; in the data active means inhibition above about 26%, passing the limit was not always enough; inconclusive means no clear call, values can overlap the other calls
# KCNQ1 act = human KCNQ1 channel potentiation or activation. P51787. CHO-K1 KCNQ1, thallium flux FluxOR fluorescence; active compounds read high. B-score at 10 µM. 0.35% of 310,000 active. AID 2648;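 active means fluorescence ratio B-score, a plate-corrected score, at least three library SD, with initial intensity B-score within 5 SD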
#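 Doses: Single concentration per compound, DMSO matched to controls | Test system: KCNQ1-transfected CHO-K1 cells | Timing: 90 min dye loading and 20 min compound exposure, both at room temperature | Measured by: Kinetic FluxOR thallium fluorescence, 10-s 1-Hz baseline, 110-s post-stimulus read | Medium: Assay buffer with matched DMSO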
# ANO1 block = blocks the mouse calcium-activated chloride channel TMEM16A. HEK293 TMEM16A/YFP iodide influx fluorescence, ionomycin. normalized B-score (activity score, 25-100; higher = stronger inhibition) at 10 µM. 1.2% of 310,000 active. AID 588511;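 active means ratio plate-corrected score three or more library SD toward inhibition, starting fluorescence score within five deviations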;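 further: score derived from kinetic fluorescence span divided by baseline fluorescence per well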
# Target sequence (Q8BHY3 whole entry, looked up): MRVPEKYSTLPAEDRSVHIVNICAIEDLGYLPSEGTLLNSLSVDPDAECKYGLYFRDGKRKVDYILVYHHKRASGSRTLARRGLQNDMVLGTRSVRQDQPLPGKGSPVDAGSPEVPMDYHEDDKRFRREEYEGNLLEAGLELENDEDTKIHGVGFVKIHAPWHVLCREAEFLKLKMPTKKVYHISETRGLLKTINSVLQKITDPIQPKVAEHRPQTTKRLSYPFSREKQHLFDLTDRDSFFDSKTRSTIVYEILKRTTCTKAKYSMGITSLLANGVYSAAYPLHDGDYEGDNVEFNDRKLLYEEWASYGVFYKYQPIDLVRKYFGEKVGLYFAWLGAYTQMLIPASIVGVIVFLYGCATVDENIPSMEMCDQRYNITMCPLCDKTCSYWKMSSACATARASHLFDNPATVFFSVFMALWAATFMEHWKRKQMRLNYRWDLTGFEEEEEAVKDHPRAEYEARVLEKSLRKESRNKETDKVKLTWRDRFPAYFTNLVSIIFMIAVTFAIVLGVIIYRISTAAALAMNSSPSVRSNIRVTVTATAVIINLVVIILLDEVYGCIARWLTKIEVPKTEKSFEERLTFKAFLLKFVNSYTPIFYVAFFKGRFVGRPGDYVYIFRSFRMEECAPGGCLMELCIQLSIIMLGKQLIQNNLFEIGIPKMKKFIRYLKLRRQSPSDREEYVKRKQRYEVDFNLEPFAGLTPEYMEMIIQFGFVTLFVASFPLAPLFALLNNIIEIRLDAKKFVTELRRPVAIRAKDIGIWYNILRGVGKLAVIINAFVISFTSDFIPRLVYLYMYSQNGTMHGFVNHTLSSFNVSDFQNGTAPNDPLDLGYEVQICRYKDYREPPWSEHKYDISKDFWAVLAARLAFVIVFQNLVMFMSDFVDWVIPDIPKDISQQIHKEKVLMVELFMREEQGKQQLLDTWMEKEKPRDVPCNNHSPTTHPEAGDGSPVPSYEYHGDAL
# KCNK9 inh = human KCNK9 channel inhibition; AID 488922; B-score at 10 µM; HEK293 KCNK9, FluxOR thallium flux fluorescence; active compounds read low; 1.2% of 310,000 active; Q9NPC2;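 active means ratio B-score over 3 SD below the library mean, with starting fluorescence within 5 SD of its mean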;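 further: negative B-score means less thallium flux so channel inhibition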
# TRPC4 PAM = allosterically enhances the mouse TRPC4 cation channel; B-score at 10 µM; HEK293 TRPC4beta/mu-opioid, DAMGO EC20, Fluo-4 Ca2+ flux; active compounds read high; 0.42% of 310,000 active;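 active means B-score of calcium response area above 5 SD of library B-scores, with initial fluorescence ratio within 5 SD of library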;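 further: B-score of integrated fluorescence ratio over time as area under calcium response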
# ANO1 activ = activators or potentiators of mouse TMEM16A chloride channel; HEK293 TMEM16A/YFP-H148Q/I152L, iodide quench fluorescence; active compounds read low; B-score at 10 µM; 0.3% of 340,000 active; Q8BHY3;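 active means fluorescence-ratio B-score plate-corrected deviation score at least 3 library SD below zero, with starting fluorescence score within 5 deviations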;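 further: channel opened by trigger with iodide after compound preincubation; score built on the fluorescence ratio of max minus min over baseline; more negative score means more quench and so TMEM16A activation or potentiation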
# Numbers without * were called inactive; i = inactive; u = inconclusive; x = no result given. A portion of the library; count on the stated rates, not on these rows.
SMILES,Dyrk1A ADPGlo,KCNQ1 inh,hERG protect,KCNK3 block,TRPC4 agonist,HDAC3 inhib,KCNQ1 act,ANO1 block,KCNK9 inh,TRPC4 PAM,ANO1 activ
O=C(Cc1ccc(-n2cccc2)cc1)NCc1cccs1,1,i,-2,i,i,-9,i,i,i,i,i
COCCN(CCOC)c1nc(-c2ccc([N+](=O)[O-])cc2)nc2ccccc12,0,i,-1,i,i,3,i,i,i,i,i
O=C(COC(=O)CCS(=O)(=O)c1ccc(Cl)cc1)NC1CCCCC1,18,i,-6,i,i,3,i,i,i,i,i
Cn1c(CCN2CCCC2)nc2cc(NS(=O)(=O)c3ccc(Cl)cc3)ccc21,3,i,-10,i,i,-2,i,i,i,i,i
Cc1ccc(-c2nnc(SCC(=O)NC3CC3)n2N)cc1,-5,i,-8,i,i,-2,i,i,i,i,i
COc1ccc(N2CCN(C(=O)C(=O)c3c[nH]c4ccccc34)CC2)cc1,5,i,-5,i,i,4,i,i,i,i,i
C#CCn1c(S(=O)(=O)Cc2ccc(C)cc2)nc(-c2ccccc2)c1-c1ccccc1,0,i,-14,i,i,-5,i,i,-12*,i,i
CN(C)S(=O)(=O)N1CCC(Oc2ccc(C(=O)NCc3cnn(C)c3)cc2)CC1,5,i,-38,i,i,-4,i,i,i,i,i
O=C(O)c1ccc(N/N=C/c2cccc(F)c2)cc1,-4,i,-9,i,i,x,i,i,i,i,i
CC(OC(=O)c1ccc(Cl)nc1)C(=O)NC1(C#N)CCCCC1 (configuration not stated),15,i,-7,i,i,-3,i,i,i,i,i
CNS(=O)(=O)c1cccc(C(=O)OCc2cc(=O)oc3c(C)c(O)ccc23)c1,-2,i,-11,i,i,-3,i,100*,i,i,i
Cc1cc(C)n(-c2nc(SCC(=O)N3CCCC3)c3c4c(sc3n2)CCCC4)n1,0,i,-6,i,i,-4,i,i,i,i,i
Clc1ccc(Cn2nc(-c3ccccc3)nc2-c2ccccc2)cc1,-6,i,-6,i,i,3,i,i,-12*,i,i
O=C(Oc1cccc(C(=S)N2CCOCC2)c1)c1ccc([N+](=O)[O-])cc1[N+](=O)[O-],-4,i,0,i,i,0,i,i,i,i,i
COc1ccc(-c2csc(C3=C(O)CN(CCCN4CCCC4=O)C3=N)n2)cc1OC,x,i,-27,i,i,-1,i,i,i,i,i
Cc1ccc(-c2nc(C)sc2CC(=O)O)cc1,-4,i,-6,i,i,0,i,i,i,i,i
COc1ccc(N2CC(C(=O)NCc3cccnc3)CC2=O)cc1 (configuration not stated),9,i,-3,i,i,-9,i,i,i,i,i
O=C(NC1=C(NC2CCS(=O)(=O)C2)C(=O)c2ccccc2C1=O)c1ccccc1 (configuration not stated),3,i,-3,i,i,3,i,i,i,i,i
Cn1c(SCC(=O)NCC2CCCO2)ncc(C(=O)Nc2ccccc2)c1=O (configuration not stated),11,i,-13,i,i,10,i,i,i,i,i
CCOC(=O)c1c(S(=O)(=O)Nc2ccc(F)cc2C)c(C)n(C)c1C,-5,i,-1,-9.5*,i,-5,i,i,-14*,i,i
CCOc1ccc(-c2csc3ncn(-c4ccc(OC)cc4)c(=O)c23)cc1,x,i,4.7*,i,i,2,i,i,i,i,i
Cc1ccc2cc(C#N)c(N3CCCC3)nc2c1C,20,i,-1,i,i,-21,i,i,i,i,x
O=C(Nc1ccc(N2CCCCCC2)cc1)c1ccccc1Cl,2,i,-6,i,i,3,i,i,i,i,i
O=C(Nc1cccc(-c2ccc(F)cc2)c1)C1CCCN(Cc2cccnc2)C1 (configuration not stated),-1,i,-12,i,i,-18,i,i,i,i,i
CC(C)[C@H](NC(=O)c1ccco1)C(=O)Nc1ccc(OC(F)F)cc1,0,i,-4,i,i,5,i,i,i,i,i
CCOc1ccccc1C(=O)n1nc2nc(C)cc(C)c2c1N,4,i,-11,i,i,7,i,i,i,i,i
CCOC(=O)N1CCN(S(=O)(=O)c2ccc(C(=O)Nc3nnc(CC)o3)cc2)CC1,1,i,-11,i,i,-3,i,i,i,i,i
C=C1CCN([C@H](C(=O)NCc2ccco2)C(C)C)S(=O)(=O)c2ccccc21,-2,i,-4,i,i,7,i,i,i,i,i
COc1ccc(NC2CC(=O)N(c3ccc(C(=O)O)cc3)C2=O)cc1 (configuration not stated),-2,i,-9,i,i,5,i,i,i,i,i
O=C(c1ccc(Cn2cc(Br)cn2)o1)n1cccn1,7,i,-6,i,i,12,i,i,i,i,i
S=C(NC1CC1)N1CCCc2ccccc21,1,i,-8,i,i,0,i,i,i,i,i
CCOC(=O)c1sc(NCCNc2nc(C)c(C(=O)OCC)s2)nc1C,x,i,-5,x,i,1,i,i,i,i,x
Cc1ccc(C(=O)CNc2ccc(F)cc2)cc1,3,i,-3,i,i,-4,i,i,i,i,i
CCn1c(SCC(=O)NC2CCCCC2)nnc1C(C)NC(=O)c1ccccc1F (configuration not stated),0,i,-4,i,i,1,i,i,i,i,i
Cc1cccc(Oc2sc(C(=O)c3ccccc3)c(N)c2C#N)c1C,-1,i,-9,i,i,3,i,i,i,i,i
CC(C)[C@H](N)c1nnc(SC/C=C/c2ccccc2)o1,-4,i,-17,i,i,-7,i,i,i,i,i
Cc1cccc2cc(C3CC(c4ccco4)=NN3S(C)(=O)=O)c(Cl)nc12 (configuration not stated),2,i,-10,i,i,x,i,i,i,i,i
Cc1cccc(NC(=S)Nc2ccccn2)c1,6,i,-5,i,i,3,i,i,i,i,i
Cc1ccc(NC(=O)CSc2ncc3ccccn23)cc1,5,i,2,i,i,u,i,i,i,i,i
Cc1ccc(OS(=O)(=O)c2ccc(N3C(=O)CCC3=O)cc2)cc1,0,i,-5,i,i,9,i,i,i,i,i
COc1ccc(C(=O)C2CCN(C(=S)NCC3CCCO3)CC2)cc1 (configuration not stated),6,i,-10,i,i,-2,i,i,i,i,i
O=C(Cc1ccc2c(c1)OCCO2)N1CCN(c2ccccc2)CC1,-3,i,-6,i,i,1,i,i,i,i,i
CC(C)(C)C(=O)N1CCCC1C(=O)O (configuration not stated),2,i,4.9*,i,i,-5,i,i,i,i,i
COc1cccc(N2CCN(C(=O)Cn3c(=O)oc4ccccc43)CC2)c1,x,i,-10,i,i,12,i,i,i,i,i
COc1ccc2nc(NC(=O)c3ccc4ncsc4c3)sc2c1,22,i,-10,i,i,3,i,i,i,i,i
OC(CNCCc1ccccc1)c1ccccc1 (configuration not stated),5,i,-1,i,i,-10,i,i,i,i,i
COc1ccccc1NC(=O)CC(=O)c1ccccc1,1,i,-6,i,i,-9,i,i,i,i,i
CCN(CC)S(=O)(=O)c1ccc(Oc2ccccc2OC)cc1,13,i,-14,i,i,1,i,i,i,i,i
CCCCOC1(c2ccccc2)NC(=S)NN=C1c1ccccc1 (configuration not stated),x,i,-9,x,i,1,i,i,i,i,x
Cc1c(C)n(CC(O)CN(CCO)CCO)c2ccccc12 (configuration not stated),4,i,-16,i,i,-10,i,i,i,i,i
CC(Sc1nnc2ccccn12)C(=O)N1CCc2ccccc2C1 (configuration not stated),-3,i,-9,i,i,-6,i,i,i,i,i
CCOC(=O)c1cc(-c2ccc(OC)cc2)n(CCC(=O)NC2CCN(Cc3ccccc3)CC2)c1C,3,i,-10,i,i,2,i,i,i,i,i
COc1cccc(NC(=O)c2ccc3nsnc3c2)c1,1,i,-8,i,i,0,i,i,i,i,i
CCC(C)COC(=O)C(C#N)c1nc2ccccc2nc1N1CCCCC1 (configuration not stated),-3,8*,-23,i,i,1,i,i,-11*,i,i
O=C(CN(Cc1ccccc1Cl)C(=O)c1csnn1)NCc1ccccc1,-6,i,-10,i,i,5,i,i,i,i,i
O=C(O)Cc1ccc(O)c(O)c1,3,i,-4,i,i,-6,i,i,i,i,i
CC(C)(C)NC(=O)CN(C(=O)CS(=O)CC(=O)Nc1ccc(F)cc1)c1ccccc1 (configuration not stated),2,i,-11,i,i,0,i,i,i,i,i
Cn1nc(C(F)(F)F)c(C#N)c1N1CCN(c2ccccc2F)CC1,-4,i,-2,i,i,6,i,i,i,i,i
Cc1ccc(C)c(N(CC(=O)Nc2ccc(-c3nc4ccc(C)cc4s3)cc2)S(C)(=O)=O)c1,0,i,-7,i,i,-4,i,i,i,i,i
O=c1c2ccccc2nc(-c2ccccc2)n1CCCn1ccnc1,4,i,-12,i,i,11,i,i,i,i,i

# Look-ups from the list.
# O=C(CN(Cc1ccccc1Cl)C(=O)c1csnn1)NCc1ccccc1 @ HDAC3 inhib = 5
# CC(C)(C)NC(=O)CN(C(=O)CS(=O)CC(=O)Nc1ccc(F)cc1)c1ccccc1 (configuration not stated) @ HDAC3 inhib = 0
# CCC(C)COC(=O)C(C#N)c1nc2ccccc2nc1N1CCCCC1 (configuration not stated) @ hERG protect = -23

# (list continues)
SMILES,Dyrk1A ADPGlo,KCNQ1 inh,hERG protect,KCNK3 block,TRPC4 agonist,HDAC3 inhib,KCNQ1 act,ANO1 block,KCNK9 inh,TRPC4 PAM,ANO1 activ
Cc1ccc(NC(=O)C2CC2c2ccccc2)cc1 (configuration not stated),-5,i,-6,i,i,3,i,i,i,i,i
C=CCn1c(CSCc2ccc(F)cc2)n[nH]c1=S,4,i,-8,i,i,13,i,i,i,i,i
COc1ccc(OC)c(NC(=O)CN(c2ccc(C(C)C)cc2)S(=O)(=O)c2c(C)noc2C)c1,-2,i,-4,i,i,2,i,i,i,i,i
C=CCC1(CC=C)CCCN1C(=O)Cn1nnnc1CN(C)C(C)C,-1,i,-4,i,i,5,i,i,i,i,i
COc1ccc(-c2noc(-c3ccccc3C(=O)N3CCOCC3)n2)cc1,2,i,-17,i,i,3,i,i,i,i,i
CCCCNCC(=O)Nc1ccc(NC(=O)CNCCCC)cc1,-2,i,0,i,i,-5,i,i,i,i,i
Cc1nnc(SCC(=O)Nc2ncc(Cl)cc2Cl)n1Cc1ccccc1,6,i,-3,i,i,2,i,i,i,i,i
CCOc1ccc(-n2c(SCc3ccc(C#N)cc3)nnc2-c2cccnc2)cc1,19,i,-6,i,i,3,i,i,i,i,i
CCCCn1cnc2c(cnn2-c2ccc(F)cc2)c1=O,3,i,-8,i,i,-6,i,i,i,i,i
CCc1n[nH]c2c1/C(=N/O)CCC2,1,i,-8,i,i,0,i,i,i,i,i
CC1CCCC(NC(=O)c2ccc(F)c(S(=O)(=O)N3CCOCC3)c2)C1C (configuration not stated),-3,i,-8,i,i,0,i,i,i,i,i

# Bioassay records from PubChem.
